# Diaphorase inh: inhibits diaphorase or chemically oxidizes, flagging diaphorase assay artifacts; diaphorase resazurin-to-resorufin fluorescence, NADH, 16 min; bacterial (C. kluyveri) enzyme, not human; inhibition, % at 20 µM; 190,000 compounds, 0.69% hits; AID 1217;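 active = primary screen inhibition at 20 µM above a set limit, cut at about 50% in these data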;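 also: plate controls were DMSO with full reaction for no effect and wells lacking NADH for full effect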
#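 Assay system: diaphorase enzyme from Clostridium kluyveri. Quantity: enzyme working solution with 0.14 U/mL diaphorase. Schedule: reaction incubation of 16 min at room temperature. Technique: resorufin fluorescence, excitation 544 nm, emission 590 nm. Controls: No-NADH positive control and DMSO neutral control.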
# FLuc act counter: firefly luciferase counter-screen for stimulation assays | ATPlite luciferase biochemical, luminescence, 10 min; 0 = ATP-free wells, 1 = DMSO control | activation factor at 10 µM | 200,000 tested, under 10 active;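 active = luciferase activation factor, scaled between plate controls, of at least 2 with compound at 10 µM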
#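 Material: Luciferase/luciferin reagent mix | Doses: Test compounds dosed from 2 mM stocks in 100% DMSO | Timing: 10 min incubation after luciferase reagent addition, room temperature | Measured by: Luminescence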
# Diaph act CS: activates diaphorase or chemically reduces, flagging diaphorase assay artifacts | Diaphorase/resazurin coupled assay, resorufin fluorescence, 16 min; hits give high values; 1 = vehicle wells, 0 = NADH-free wells | activation factor at 20 µM | 190,000 compounds, 0.005% hits | AID 1229;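 active = diaphorase activity raised at least twofold by the compound at 20 µM; inactive = activation factor below 2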
#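 Material: bacterial diaphorase enzyme (C. kluyveri); amount: enzyme 0.07 U/mL final; reagent: NADH substrate 0.114 mM plus resazurin dye 0.1 mM, final; doses: single compound dose of 20 µM, 1% DMSO final; timing: 16 min enzyme reaction, ambient temperature; measured by: fluorescence of resorufin, 544 nm excitation, 590 nm emission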
# G6PDH CS: L. mesenteroides G6PDH inhibition counter-screen; Purified L. mesenteroides G6PDH, diaphorase/resazurin coupled fluorescence, 45 min; inhibition, % at 5 µM; 200,000 compounds, 0.12% hits; AID 1020; in the data active = inhibition above about 50%
# STAT1 act: increases IFN-gamma driven STAT1 reporter signal; AID 932; NIH 3T3 STAT1-luciferase reporter, luminescence; 100% = IFN-gamma alone, no compound; activation (% of control), % at 5.5 µM; 200,000 compounds, 2.6% hits;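 active = activation above the screen-wide mean activation plus 3 SD, cut at about 130% in these data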;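 also: raw ratio to IFN-gamma control signal so 100% means no change and 0% no light; values of inactives mirror those of a sister screen read the other way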
# NF-kB expr up: NF-kB expression increase, human neuronal cells; NF-kB reporter expression; hits give high values; fold change at 12.5 µM; 190,000 compounds, 1.6% hits; in the data active = fold change above about 3.3
# FLuc inhib CS: Photinus pyralis luciferase inhibition counter-screen. inhibition, % at 10 µM. 200,000 compounds, 1.5% hits. ATPLite firefly luciferase biochemical luminescence, 10 min;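 active = inhibition above about 50% when tested at 10 µM, limit read from the data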
# TLR4 MyD88 comp: inhibitors of human TLR4-MyD88 binding | O00206+Q99836 | HeLa CL3-4 TLR4/MyD88 BLA complementation, FRET ratio | inhibition, % at 8.4 µM | 200,000 compounds, 0.18% hits | AID 861; in the data active = inhibition above about 25%;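 also: 0% = vehicle and 100% = reference inhibitor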
# Target sequence (O00206 whole entry, looked up): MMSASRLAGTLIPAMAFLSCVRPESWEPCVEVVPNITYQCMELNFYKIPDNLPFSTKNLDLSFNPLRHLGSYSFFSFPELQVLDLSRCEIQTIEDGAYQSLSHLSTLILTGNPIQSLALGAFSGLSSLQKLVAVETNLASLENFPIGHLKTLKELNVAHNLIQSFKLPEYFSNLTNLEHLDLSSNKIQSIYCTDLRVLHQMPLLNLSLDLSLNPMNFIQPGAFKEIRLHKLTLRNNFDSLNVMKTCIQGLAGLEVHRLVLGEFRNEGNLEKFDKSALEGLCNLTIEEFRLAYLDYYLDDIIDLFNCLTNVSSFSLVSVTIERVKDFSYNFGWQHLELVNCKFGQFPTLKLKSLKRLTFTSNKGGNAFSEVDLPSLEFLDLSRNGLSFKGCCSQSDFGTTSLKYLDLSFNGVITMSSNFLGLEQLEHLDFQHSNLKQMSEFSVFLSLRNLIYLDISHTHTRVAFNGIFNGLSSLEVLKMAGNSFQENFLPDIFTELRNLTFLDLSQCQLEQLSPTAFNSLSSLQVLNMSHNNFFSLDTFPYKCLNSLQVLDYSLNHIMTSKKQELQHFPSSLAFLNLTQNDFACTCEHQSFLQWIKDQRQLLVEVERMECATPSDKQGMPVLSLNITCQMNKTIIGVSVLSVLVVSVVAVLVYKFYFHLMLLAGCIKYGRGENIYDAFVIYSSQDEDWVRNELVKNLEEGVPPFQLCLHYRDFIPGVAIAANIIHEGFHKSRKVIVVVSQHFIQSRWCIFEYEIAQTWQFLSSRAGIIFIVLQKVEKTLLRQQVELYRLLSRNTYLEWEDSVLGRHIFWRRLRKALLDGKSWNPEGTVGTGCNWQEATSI
# Target sequence (Q99836 whole entry, looked up): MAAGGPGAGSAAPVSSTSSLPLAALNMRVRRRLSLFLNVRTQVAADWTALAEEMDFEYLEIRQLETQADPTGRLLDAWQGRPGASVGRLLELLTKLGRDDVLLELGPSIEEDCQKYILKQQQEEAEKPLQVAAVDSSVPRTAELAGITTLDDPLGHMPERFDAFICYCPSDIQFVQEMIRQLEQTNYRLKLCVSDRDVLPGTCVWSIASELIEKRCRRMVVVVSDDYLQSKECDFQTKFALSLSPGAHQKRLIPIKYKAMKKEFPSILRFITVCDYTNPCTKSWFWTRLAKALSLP
# APP transl inh: APP translation inhibition. SH-SY5Y APP 5'UTR-luciferase reporter, luminescence. inhibition, % at 2 µM. 190,000 compounds, 0.82% hits. AID 1285;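 active = inhibition above a set limit, derived from the sample mean plus 3 SD, cut at about 45% in these data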; also: values of inactives mirror those of a sister screen read the other way
# APP 5'UTR act: activates APP 5'UTR luciferase reporter; activation, % at 2 µM; 190,000 compounds, 1% hits; AID 1276; SH-SY5Y APP 5'UTR luciferase reporter, luminescence; zero percent = DMSO vehicle wells;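 active = activation above a set limit, based on mean plus 3 SD of controls, cut at about 140% in these data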; also: values of inactives mirror those of a sister screen read the other way
# * = called active by the depositor; · = no result given.
SMILES,Diaphorase inh,FLuc act counter,Diaph act CS,G6PDH CS,STAT1 act,NF-kB expr up,FLuc inhib CS,TLR4 MyD88 comp,APP transl inh,APP 5'UTR act
O=C(N/N=C/C=C/c1ccccc1)C(O)c1ccccc1 (stereo not drawn),·,·,·,·,108,·,·,-3,-6,6
CC1=CC2=NC(=O)/C(=C\c3cccn3CCOc3cc(C)cc(C)c3)C(=N)N2O1,20,1,0.8,-23,88,1.3,-3,3,21,-21
Cc1ccc(C2CC(=O)C=C(Nc3ccc(Cl)cc3)C2)cc1 (stereo not drawn),12,1.1,0.9,-7,93,1.4,-5,-20,1,-1
CCN(CC)S(=O)(=O)c1cccc(NC(=O)COc2ncnc3sccc23)c1,15,1.1,0.8,4,99,1,-9,-1,3,-3
O=C(Cn1cncn1)N/N=C/c1ccc(Cl)cc1,9,1.1,0.9,2,97,1.1,-9,12,-9,9
CCOC(=O)C1CCC2(CC1)C(C#N)=C(N)Oc1n[nH]c(C)c12 (stereo not drawn),7,1.1,0.9,2,102,1.1,-8,-6,-18,18
CC(=O)NC(Cc1cc(C)ccc1C)C(=O)N1CCN(C(=O)c2ccc(Br)cc2)CC1 (stereo not drawn),4,1.1,1,6,98,0.98,-8,13,5,-5
CCc1cccc(C)c1NC(=S)NCc1ccccc1,9,1,0.9,12,92,1.1,-2,10,-16,16
CC(=O)Nc1ccc(NC(=S)Nc2ccccc2)cc1,16,1.1,0.8,-6,99,1.1,-7,1,-15,15
N#Cc1c(NC(=O)C2CCCO2)sc2c1CCCCCC2 (stereo not drawn),11,1,0.9,1,107,1.5,0,7,-45,45
O=C(CN1CCOc2ccccc21)NCc1ccc(F)cc1,15,1,0.8,11,95,1,-5,-10,-14,14
CC(=O)Nc1sc2c(c1C(c1cccs1)N1CCOCC1)CCCC2 (stereo not drawn),20,1,0.8,7,102,0.92,-5,-10,-8,8
COc1ccc(-c2c(C)sc(NC(=O)c3ccnn3C)c2C#N)cc1,20,1,0.8,0,99,1.1,-1,-3,-3,3
CCC(C)C(NC(N)=O)C(=O)NC1CCC(C)CC1 (stereo not drawn),4,1.1,1,12,103,1,-9,1,30,-30
Oc1ccc(CNC2CCCCC2)cc1,-9,1,1.1,4,103,0.92,-4,-6,-2,3
O=[N+]([O-])/C=C/c1cn(Cc2ccc(F)cc2)c2ccccc12,3,1,1,5,102,2.4,-2,-10,13,-13
COc1ccc(-c2nc3ccccc3c(=O)n2CCCn2ccnc2)cc1,-13,1,1.1,8,102,0.7,-2,8,7,-7
COCc1cc([C@@H]2C[C@H]3CN(c4ccccc4)C(=O)[C@]34CCCN24)ccc1OC,18,1.1,0.8,2,96,1.1,-6,-7,9,-9
Cn1c(/C=C/N2CCOCC2)c(C(=O)c2ccc(Br)cc2)c(=O)n(C)c1=O,11,1,0.9,15,100,1.1,-2,-3,0,0
CC(C)n1c(NCc2cc(Cl)ccc2O)nc2ccccc21,18,1.1,0.8,5,93,0.96,-9,17,8,-8
O=C1CSC(=S)N1/N=C/C=C/c1ccccc1,16,1,0.8,3,101,1.4,0,8,-24,24
Cc1ccc(N2C(=O)CSC2c2cccnc2)cc1F (stereo not drawn),0,1.1,1,2,93,0.99,-7,-1,7,-7
COc1cc(CN2CCN(c3ccccc3F)CC2)cc(OC)c1O,40,1.1,0.6,54*,90,0.98,-8,-4,-8,8
CC(C)(C)c1cc(C(F)(F)F)c(C#N)c(=O)[nH]1,2,1.1,1,7,101,0.94,-6,19,44,-44
CCOc1ccc(Cl)cc1S(=O)(=O)n1nnc2ccccc21,12,1,0.9,4,87,1.1,-4,-1,-14,15
C=CCn1c(C(CCCC)CC(O)COCC(C)C)n[nH]c1=S (stereo not drawn),11,1,0.9,13,98,1,-3,18,4,-4
Cc1c2cnn(CC(=O)Nc3c(F)c(F)cc(F)c3F)c(=O)c2c(C)n1Cc1ccccc1F,23,1,0.8,11,92,1,0,17,-25,25
CCn1cc(C(=O)NCC2CCCO2)c(=O)c2cc(S(=O)(=O)N3CCCCC3)ccc21 (stereo not drawn),13,1,0.9,8,88,0.82,0,5,-8,8
C/C(=C\C(=O)OCC(=O)NCc1ccccc1)C(=O)OCC(=O)NCc1ccccc1,-3,1,1,13,99,1.1,-2,-4,-4,5
CCOc1ccccc1CN1CCN(C2CCSCC2)CC1CCO (stereo not drawn),6,1.1,0.9,7,89,1.2,-5,-6,-6,6
CC(Sc1nnnn1C)C(=O)Nc1ccc(N2CCOCC2)cc1 (stereo not drawn),6,1.1,0.9,13,94,1.2,-6,-3,18,-18
COc1ccc(OCC(O)CN(C2CCCCC2)C2CCCCC2)cc1 (stereo not drawn),14,1.1,0.9,13,93,1,-10,1,-3,3
Cc1ccc(-c2noc(CSc3nnc(CCc4ccccc4)n3-c3ccccc3)n2)cc1,18,1,0.8,-2,95,0.65,-5,-3,-2,2
COc1cc(C(c2nnnn2C(C)(C)C)N2CCN(c3nc4ccccc4s3)CC2)ccc1O (stereo not drawn),35,1,0.6,6,98,1.1,-1,-4,2,-2
COc1ccc(Br)cc1-c1noc(-c2ccncc2)n1,-14,1,1.1,7,102,0.98,-1,-5,1,-1
COC(=O)c1sc(NC(=O)c2ccco2)nc1C,15,0.9,0.8,10,105,1.4,13,-1,-6,6
Cc1ccc(Nc2nnc(C)c(=O)[nH]2)cc1,-5,1,1,-3,94,1.2,-3,-5,-13,13
C=CCc1cccc2cc(C(=O)Nc3ccc(F)cc3)c(=O)oc12,2,1.1,1,1,106,1.6,-7,4,-64,64
CC(O)CNc1nc2ccccc2n1CC(=O)NCCc1ccc(Cl)cc1 (stereo not drawn),5,1.1,1,0,105,1.1,-6,-8,-5,5
CCc1ccc(C(=O)NC(CCSC)C(=O)OC)cc1 (stereo not drawn),2,0.6,1,1,100,1.3,38,-12,-6,6
Cc1cccc(C)c1OCC(=O)Nc1nnc(C2CCCO2)s1 (stereo not drawn),16,1.1,0.8,11,106,0.96,-8,-14,6,-5
Cc1nc2ccccc2n1S(=O)(=O)c1ccc(Br)cc1,12,1,0.9,-2,106,1.1,-4,-11,-3,3
Cc1ccc(/C=N/NC(=O)C2=NNC(c3ccccc3)(c3ccccc3)C2)c(O)c1,5,1,0.9,-11,110,0.95,-1,-2,73*,-73
Cc1nn(-c2ccccc2)c(N2CCCC2)c1/C=N/NC(=S)Nc1ccccc1F,2,0.9,1,8,129*,0.4,7,-5,-94,94
CCOc1cc2c3c(c1)C1(C(=O)N3C(C)(C)CC2C)C(C#N)=C(N)N2C(=C1C#N)Nc1ccccc12 (stereo not drawn),29,1.1,0.7,12,95,0.36,-12,-1,-9,9
COc1cc(NC(=O)CN2CCN(S(=O)(=O)c3ccc(C(C)C)cc3)CC2)cc(OC)c1,22,1,0.8,-3,108,0.91,-4,9,-6,6
CS(=O)(=O)N(CC(=O)N1CCOCC1)Cc1ccccc1,11,1.1,0.9,-2,96,1,-6,5,-12,12
Cc1cccc(NC(=S)N(Cc2cccs2)Cc2cc3cc(C)cc(C)c3[nH]c2=O)c1,-8,0.9,1.1,-34,100,1,5,-12,12,-12
CN(C)S(=O)(=O)c1cccn1-c1ncc(C(F)(F)F)cc1Cl,2,1,1,0,101,0.91,-4,5,-6,6
CC1N(O)C(C)(C)C(c2ccccc2)=[N+]1[O-] (stereo not drawn),6,1,0.9,10,99,1.2,-2,6,-5,5
O=C(CSc1ncn[nH]1)NC1CC2CCC1C2 (stereo not drawn),6,1,0.9,8,99,1.1,0,9,-5,5
COc1ccc(C(=O)C23CC4CC(C2)CC(C(=O)c2ccc(OC)cc2)(C4)C3)cc1,10,1,0.9,10,98,1.2,4,0,-4,4
c1cncc(-c2nc(N3CCCCCC3)c3ccccc3n2)c1,11,1,0.9,15,109,0.59,2,11,13,-13
FC(F)Sc1ccc(-n2cc(-c3ccc(Cl)cc3)[n+]3c2CCC3)cc1,10,1,0.9,-8,96,0.66,3,-3,4,-5
OCC#Cc1ncc(C(F)(F)F)cc1Cl,5,1.1,1,11,102,1,-8,-10,8,-8

# Filtered by structure: the compounds so far with an aryl methoxy group (9)
SMILES,Diaphorase inh,FLuc act counter,Diaph act CS,G6PDH CS,STAT1 act,NF-kB expr up,FLuc inhib CS,TLR4 MyD88 comp,APP transl inh,APP 5'UTR act
COc1ccc(-c2c(C)sc(NC(=O)c3ccnn3C)c2C#N)cc1,20,1,0.8,0,99,1.1,-1,-3,-3,3
COc1ccc(-c2nc3ccccc3c(=O)n2CCCn2ccnc2)cc1,-13,1,1.1,8,102,0.7,-2,8,7,-7
COCc1cc([C@@H]2C[C@H]3CN(c4ccccc4)C(=O)[C@]34CCCN24)ccc1OC,18,1.1,0.8,2,96,1.1,-6,-7,9,-9
COc1cc(CN2CCN(c3ccccc3F)CC2)cc(OC)c1O,40,1.1,0.6,54*,90,0.98,-8,-4,-8,8
COc1ccc(OCC(O)CN(C2CCCCC2)C2CCCCC2)cc1 (stereo not drawn),14,1.1,0.9,13,93,1,-10,1,-3,3
COc1cc(C(c2nnnn2C(C)(C)C)N2CCN(c3nc4ccccc4s3)CC2)ccc1O (stereo not drawn),35,1,0.6,6,98,1.1,-1,-4,2,-2
COc1ccc(Br)cc1-c1noc(-c2ccncc2)n1,-14,1,1.1,7,102,0.98,-1,-5,1,-1
COc1cc(NC(=O)CN2CCN(S(=O)(=O)c3ccc(C(C)C)cc3)CC2)cc(OC)c1,22,1,0.8,-3,108,0.91,-4,9,-6,6
COc1ccc(C(=O)C23CC4CC(C2)CC(C(=O)c2ccc(OC)cc2)(C4)C3)cc1,10,1,0.9,10,98,1.2,4,0,-4,4

# Screens: PubChem BioAssay, several laboratories
